Screening results from PubChem BioAssay.
MsrA inhibitor – bovine MsrA inhibition | purified bovine MsrA, absorbance read-out | 0.75% of 360,000 active | AID 651718 | inhibition, % at 15.5 µM; in the data active = inhibition above about 4.5%;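 also: 0% = vehicle wells with enzyme and 100% = reference inhibitor wells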
MLLE-PAM2 inh – inhibitors of microRNA-mediated deadenylation, human PABP1 MLLE binding; GST-MLLE / FITC-PAM2 fluorescence polarization; inhibition, % at 20 µM; 0.36% of 360,000 active; AID 588489; in the data active = inhibition above about 35%, passing the limit was not always enough;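 also: plate controls were DMSO wells with GST-MLLE for no effect and wells lacking GST-MLLE protein for full effect; some results filed as inactive read as strong as hits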
Target sequence (P11940 whole entry, looked up): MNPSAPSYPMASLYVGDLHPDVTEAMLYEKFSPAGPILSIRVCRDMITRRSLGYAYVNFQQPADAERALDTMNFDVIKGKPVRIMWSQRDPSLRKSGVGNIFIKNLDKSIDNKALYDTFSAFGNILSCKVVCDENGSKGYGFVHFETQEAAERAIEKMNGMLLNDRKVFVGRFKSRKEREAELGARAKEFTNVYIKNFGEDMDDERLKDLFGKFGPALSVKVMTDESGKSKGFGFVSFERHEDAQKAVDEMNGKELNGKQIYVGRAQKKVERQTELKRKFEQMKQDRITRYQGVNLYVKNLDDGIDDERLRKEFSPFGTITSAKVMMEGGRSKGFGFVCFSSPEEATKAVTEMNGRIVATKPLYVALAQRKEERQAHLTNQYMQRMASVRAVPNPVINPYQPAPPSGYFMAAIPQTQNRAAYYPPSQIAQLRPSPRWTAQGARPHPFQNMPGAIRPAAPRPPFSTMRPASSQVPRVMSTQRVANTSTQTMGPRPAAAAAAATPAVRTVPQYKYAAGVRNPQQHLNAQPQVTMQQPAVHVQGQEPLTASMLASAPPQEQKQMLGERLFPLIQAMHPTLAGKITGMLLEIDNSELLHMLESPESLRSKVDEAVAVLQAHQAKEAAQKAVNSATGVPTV
bovine MsrA act – activates bovine MsrA enzyme. purified bovine MsrA, absorbance read-out. activation, % at 10.6 µM. 0.3% of 360,000 active; in the data active = activation above about 7.5%;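 also: 0% = vehicle and 100% = reference activator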
CSN deneddyl inh – blocks human CSN-mediated cullin deneddylation | Purified CSN, SCF-Nedd8-OG deneddylation, fluorescence polarization | Q92905 | 0.38% of 360,000 active | inhibition, % at 12.5 µM;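 active = pattern-corrected inhibition above about 35%, with an unprinted fluorescence ratio check between 0.5 and 1.5, limit read from the data, passing the limit was not always enough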;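 also: 0% = enzyme with substrate and 100% = substrate without enzyme; some results filed as inactive read as strong as hits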
Target sequence (Q92905 whole entry, looked up, one chain of several): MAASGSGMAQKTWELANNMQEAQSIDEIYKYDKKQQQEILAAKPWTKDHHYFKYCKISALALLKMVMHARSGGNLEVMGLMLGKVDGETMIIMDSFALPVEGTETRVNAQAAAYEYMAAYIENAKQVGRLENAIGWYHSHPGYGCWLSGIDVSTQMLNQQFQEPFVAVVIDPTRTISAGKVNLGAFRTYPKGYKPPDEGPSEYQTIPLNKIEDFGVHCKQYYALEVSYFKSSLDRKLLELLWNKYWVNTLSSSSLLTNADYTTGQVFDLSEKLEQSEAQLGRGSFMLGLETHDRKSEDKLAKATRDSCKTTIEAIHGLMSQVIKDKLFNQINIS
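Assay system: HEK293T-derived human Csn5 enzyme; quantity: 0.24 nM enzyme; medium: Tris/NaCl/DTT buffer, pH 7.5; also added: substrate SCFSkp2-Nedd8OG, 10 nM; doses: 12.5 µM compound; schedule: 90 min reaction at room temperature; signal: FP; read-out: % inhibition of substrate cleavage by Csn5; benchmarks: substrate-only high control, full reaction low control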
Rpn11 block – Rpn11 (human) deubiquitinase inhibition; O00487; human 26S proteasome, Ub4-pepOG fluorescence polarization; 20S core pre-blocked with epoxomicin; calls only at 20 µM; 0.59% of 360,000 active;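 active = inhibition at 20 µM, scaled to each plate's controls, above about 33%, limit read from the data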
eLon inh – inhibitors of E. coli Lon protease. P0A9M0. purified E. coli Lon protease, fluorescence polarization. inhibition, % at 7.94 µM. 0.42% of 360,000 active. AID 602123; in the data active = inhibition above about 13%, passing the limit was not always enough;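 also: 0% = enzyme with probe and DMSO and 100% = no enzyme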
FAS-TE inh – FAS thioesterase (human) inhibition | P49327 | recombinant FAS-TE, OMFH fluorogenic substrate, fluorescence endpoint | inhibition, % at 15 µM | 0.67% of 360,000 active;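 active = compounds whose normalised, plate-corrected inhibition of enzyme fluorescence in the single-dose primary screen is 50% or more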;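 also: 0% = DMSO with enzyme and 100% = substrate without enzyme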
Rin1 Abl inh – blocks binding of human Rin1 to Abl; inhibition, % at 7.35 µM; 0.4% of 360,000 active; AID 588664; TR-FRET Rin1/Abl binding, biochemical; in the data active = inhibition above about 5%, passing the limit was not always enough
MT1-MMP act inh – MT1-MMP (human) activation inhibition; P50281; HT1080 RFP-PRO-GFP cells, GFP/RFP ratio fluorescence, overnight; percent of plate control window, DMSO zero; GFP/RFP ratio change, % at 20 µM; 0.061% of 360,000 active; AID 651647;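 active = GFP/RFP ratio change of at least 30% with cell ATP level not reduced by more than half and red fluorescence within 50% of control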; also: strong numbers were not always called active
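Read-out: GFP/RFP fluorescence ratio; Test system: RFP-PRO-GFP reporter HT1080 cells; Compound dosing: single-point 20 µM compound, 1% DMSO; Times: overnight compound exposure at 37 °C.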
* marks the source's active call; other numbers are inactive results; i = inactive; nt = not tested or not shown.

#1 c1ccc(Cn2cnc3ccccc32)cc1
#2 CNc1cccc(-c2cc(OC)ccc2OC)n1
#3 O=C(NNC(=O)c1cc(Cl)ccc1O)c1cccc(S(=O)(=O)N2CCOCC2)c1
#4 OCCCc1n[nH]c(=S)n1-c1ccccc1
#5 COc1ccccc1S(=O)(=O)n1cc(Cc2ccccc2)c(N)n1
#6 O=C1C2C3C=CC(C3)C2C(=O)N1CCCO (stereo not given)
#7 CCOC(=O)C1=C(C)N(c2ccc(OC)cc2)C(=O)/C1=C\c1cccs1
#8 Cc1ccc(-c2c(C)n([O-])c3c([n+]2=O)CCC3)o1

screen / no.	1	2	3	4	5	6	7	8
MsrA inhibitor	0.6	0.9	0.2	1.1	0.4	0.4	0.1	1.0
MLLE-PAM2 inh	-16	-9	12	15	5	-6	19	-4
bovine MsrA act	-6	3	-2	-2	-12	0	-11	-2
CSN deneddyl inh	-4	1	-4	1	-3	-7	9	-5
Rpn11 block	i	i	i	i	i	i	i	i
eLon inh	-5	-7	10	2	8	-7	1	-7
FAS-TE inh	-4	-5	4	-5	1	-6	-2	-8
Rin1 Abl inh	-3	2	-3	0	3	2	3	1
MT1-MMP act inh	8	5	6	1	2	6	1	7

#9 COc1ccc(CC(C)N2CCN(Cc3ccccc3)CC2)cc1OC (stereo not given)
#10 Cc1ncc(CN2CCN(Cc3ccccc3)C(CCO)C2)s1 (stereo not given)
#11 COc1ccccc1C(=O)Nc1ccnn1C1CCN(Cc2ccn[nH]2)CC1
#12 CN(C(=O)c1ccc(Cl)cc1)C1=CCCCC1CCC#N (stereo not given)
#13 CCOC(=O)c1nn(-c2ccc(C)c(Cl)c2)c(=O)c(C#N)c1C
#14 Cc1ccc(C(=O)Nc2ccc(N3CCN(S(C)(=O)=O)CC3)cc2)cc1C
#15 O=C(C1CCN(S(=O)(=O)c2ccccc2)CC1)N1CCCCC1
#16 CC1CN(Cc2c(O)ccc3c(=O)c(-c4ccccc4Cl)coc23)CC(C)O1 (stereo not given)

screen / no.	9	10	11	12	13	14	15	16
MsrA inhibitor	nt	-0.3	-0.7	0.4	0.4	1.6	0.4	0.5
MLLE-PAM2 inh	-6	-12	4	0	14	-5	4	14
bovine MsrA act	-5	-2	-3	-4	-4	-9	-2	-5
CSN deneddyl inh	3	9	-2	-5	5	-5	3	-1
Rpn11 block	i	i	i	i	i	i	i	i
eLon inh	1	-10	3	-4	-21	-3	-4	5
FAS-TE inh	-6	-1	-4	-5	18	-4	-3	-3
Rin1 Abl inh	-2	-1	0	0	-2	5	4	-1
MT1-MMP act inh	0	-2	-1	5	3	0	-1	4

#17 CC1=CC(C)(C)N=C(NC#N)N1
#18 CN(CCCOc1ccccc1F)Cc1ccccc1
#19 COc1cccc(Cc2n[nH]c(=S)n2Cc2ccco2)c1
#20 COc1cccc(OCCCN2CCN(S(=O)(=O)c3ccc(NC(C)=O)cc3)CC2)c1
#21 O=C(OCc1nnc(-c2ccccc2)o1)C1CCN(S(=O)(=O)c2cccs2)CC1
#22 COC(=O)c1ccc(CSc2nnc3c(n2)[nH]c2ccccc23)cc1
#23 C[C@@H](O)Cc1cn(CC(=O)NCCCCCCCCCCC(=O)N2CCNCC2)nn1
#24 C[C@@H]1CN([C@@H](C)CO)C(=O)CCCn2nncc2CO[C@H]1CN(C)C(=O)C1CC1

screen / no.	17	18	19	20	21	22	23	24
MsrA inhibitor	0.1	0.0	-0.3	-0.7	-0.3	1.7	0.2	-1.2
MLLE-PAM2 inh	9	-3	-46	3	-9	8	-4	-3
bovine MsrA act	2	-2	-3	-2	0	-4	-2	-3
CSN deneddyl inh	-4	0	-1	-4	-4	8	4	-4
Rpn11 block	i	i	i	i	i	i	i	i
eLon inh	0	-12	11	-8	-4	-5	-3	-8
FAS-TE inh	-8	-2	-7	34	16	-1	-12	-4
Rin1 Abl inh	-1	1	1	2	4	0	-1	4
MT1-MMP act inh	3	0	9	-9	-2	6	-3	-1

#25 COc1ccc(C(NC(=O)c2ccco2)c2ccc(OC)c(OC)c2)cc1 (stereo not given)
#26 CCCCC1CCC(C(=O)Nc2ccc(S(=O)(=O)Nc3nccs3)cc2)CC1 (stereo not given)
#27 Nc1ccc(-c2c3ccc(=O)cc-3oc3cc(O)ccc23)cc1C(=O)O
#28 Cc1ccc(S(=O)(=O)N(CC(=O)NC2CCCC2)c2cccc(C)c2)cc1
#29 O=C(COC(=O)c1ccccc1-c1nc2ccccc2s1)Nc1ccccc1C(F)(F)F
#30 CC(=O)Nc1ccc(-c2ccnc3c2CC(C(=O)Nc2cccc(C(C)=O)c2)O3)cc1 (stereo not given)
#31 Oc1cncc(-c2cccnc2)c1
#32 COc1ccc(OC)c(CCNC(=O)c2sc3nc4n(c(=O)c3c2C)CCC4)c1

screen / no.	25	26	27	28	29	30	31	32
MsrA inhibitor	-0.6	nt	0.6	-0.6	-1.3	0.8	-0.1	0.0
MLLE-PAM2 inh	14	34	i	1	9	19	3	-4
bovine MsrA act	-9	-4	-3	-4	-9	-10	-3	-1
CSN deneddyl inh	-5	1	-73	-6	4	3	1	3
Rpn11 block	i	i	i	i	i	i	i	i
eLon inh	-16	3	-117	-1	6	0	-1	-4
FAS-TE inh	-5	1	-133	2	-9	1	-4	1
Rin1 Abl inh	-2	1	-22	0	2	-1	2	2
MT1-MMP act inh	0	-5	-52	-4	-1	-13	-3	0

The final 6 compounds of the part above open the next one.
Values run as follows: MsrA inhibitor	MLLE-PAM2 inh	bovine MsrA act	CSN deneddyl inh	Rpn11 block	eLon inh	FAS-TE inh	Rin1 Abl inh	MT1-MMP act inh
27. Nc1ccc(-c2c3ccc(=O)cc-3oc3cc(O)ccc23)cc1C(=O)O
→ 0.6	i	-3	-73	i	-117	-133	-22	-52
28. Cc1ccc(S(=O)(=O)N(CC(=O)NC2CCCC2)c2cccc(C)c2)cc1
→ -0.6	1	-4	-6	i	-1	2	0	-4
29. O=C(COC(=O)c1ccccc1-c1nc2ccccc2s1)Nc1ccccc1C(F)(F)F
→ -1.3	9	-9	4	i	6	-9	2	-1
30. CC(=O)Nc1ccc(-c2ccnc3c2CC(C(=O)Nc2cccc(C(C)=O)c2)O3)cc1 (stereo not given)
→ 0.8	19	-10	3	i	0	1	-1	-13
31. Oc1cncc(-c2cccnc2)c1
→ -0.1	3	-3	1	i	-1	-4	2	-3
32. COc1ccc(OC)c(CCNC(=O)c2sc3nc4n(c(=O)c3c2C)CCC4)c1
→ 0.0	-4	-1	3	i	-4	1	2	0
33. CC1CCCN(CC(O)COCc2ccccc2)C1 (stereo not given)
→ -0.1	0	-5	-6	i	0	-8	-2	2
34. COC(=O)[C@@H](NC(=O)Nc1cc(Cl)ccc1C)C(C)C
→ -0.5	-9	-14	-2	i	4	-2	-3	1
35. OC(COCC1CC=CCC1)Cn1cnc2ccccc21 (stereo not given)
→ 0.1	-10	-13	-5	i	0	-4	-2	11
36. CSc1cccc(NC(=O)NNC(=O)C2CCN(S(=O)(=O)N(C)C)CC2)c1
→ -1.6	-17	-5	2	i	-10	-3	-2	-2
37. O=C(C(c1ccccc1)c1ccccc1)N(Cc1ccco1)C1CCS(=O)(=O)C1 (stereo not given)
→ -0.5	-1	0	-6	i	9	3	0	-1
38. Cc1ccc(/C=N/NC(=O)CNC(=O)c2ccc(S(=O)(=O)N(C)C)cc2)o1
→ 2.1	5	-3	0	i	-9	-4	-4	-2
39. COC(=O)c1nnn(-c2nonc2N)c1CSc1nc2ccccc2s1
→ 2.5	-4	-5	7	i	0	1	-2	5
40. CC(=O)Nc1cccc(OCCCOc2cccc([N+](=O)[O-])c2)c1
→ 0.3	8	0	-4	i	0	29	0	0
41. CCN1CCN(c2c(/C=C3\SC(=S)N(Cc4ccco4)C3=O)c(C)c(C#N)c(=O)n2C)CC1
→ 0.6	-93	-3	141	nt	i	-53	1	-126
42. Cc1cccc2sc(NNC(=O)C3COc4ccccc4O3)nc12 (stereo not given)
→ -1.8	-39	4	-1	i	-5	-14	-2	3
43. Cc1ccsc1C(=O)NCc1ccc(Cl)cc1
→ -0.6	-10	-2	-2	i	-1	-1	0	1
44. CCN(C(=O)Nc1ccccc1)c1ccccc1
→ -0.7	3	-7	-12	i	7	-6	4	5
45. CNS(=O)(=O)c1cccc(C(=O)OCC(=O)N2CCN(C(=O)c3ccco3)CC2)c1
→ 2.2	2	-7	-1	i	-2	-4	5	4
46. CCCCN(C=O)c1c(CC)nc2c(OCc3ccccc3C(=O)OC)cccn12
→ 0.5	-8	-3	-4	i	0	4	-1	-1
47. COc1ccc(OC)c(N2C(=O)CC(Cc3ccc(C)cc3)C2=O)c1 (stereo not given)
→ 0.1	-9	-9	0	i	-5	-4	1	-16
48. COc1ccc(NC(=O)c2cccc(-c3ccc(O)cc3)c2)cn1
→ 0.5	124	1	-8	i	74*	-9	-1	-43
49. CC(C)(C)c1nc(Sc2ncccc2[N+](=O)[O-])n[nH]1
→ -1.0	6	-4	0	i	-6	-4	-2	0
50. O=C(NN1CCOCC1)c1ccccc1F
→ 0.0	9	-5	0	i	15	-7	5	-2
51. CCc1nc2ccc(C(=O)Nc3cccc(OCC(=O)N(C)C)c3)cn2c1N(C)C(=O)c1cccc(OC)c1
→ -0.8	7	-3	-2	i	-4	-9	-4	1
52. COc1ccc(-c2[nH]ncc2CNC(C)CCn2cccn2)c(F)c1 (stereo not given)
→ -1.2	4	-2	-2	i	6	-7	0	0
53. CCCCn1c(N)c(N(CCOC)C(=O)CSc2n[nH]c(-c3ccc(C)cc3)n2)c(=O)[nH]c1=O
→ 0.9	-11	-3	-3	i	-7	-6	1	1
54. N#CCCN1CCN(C2=NC(=O)C(=C3CCCCC3)S2)CC1
→ 0.1	15	-3	-1	i	-3	-3	-3	-2
55. CC(C)C(NC(=O)OCc1ccccc1)C(=O)NCC(=O)OC(C)(C)C (stereo not given)
→ 2.2	-6	-1	2	i	-16	-2	1	16

With a hit mark in eLon inh, among the entries above:
cpd | SMILES | MsrA inhibitor | MLLE-PAM2 inh | bovine MsrA act | CSN deneddyl inh | Rpn11 block | eLon inh | Rin1 Abl inh | MT1-MMP act inh
48 | COc1ccc(NC(=O)c2cccc(-c3ccc(O)cc3)c2)cn1 | 0.5 | 124 | 1 | -8 | i | 74* | -1 | -43
